Screening data from PubChem BioAssay.
UHRF1 binding: UHRF1 methylated DNA binding inhibitors, primary screen, counter-screen for MBD2 inhibitor project, biochemical, TR-FRET, human UHRF1, single concentration; E3 ubiquitin-protein ligase UHRF1 (Homo sapiens), Q96T88; UHRF1 binding to methylated oligo; inhibition, % at 4.4 µM; hit rate 0.75% among 370,000; AID 687016, 2013; in the data active means inhibition above about 21%;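 further: UHRF1 SRA domain binding a hemimethylated CpG hairpin DNA probe; 0% = median of test compound wells and 100% = reference inhibitor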
HTRA1 inh: HTRA1 serine protease inhibitors, primary screen, biochemical, fluorescence polarization, HTS. Q92743. recombinant HTRA1, FP-rhodamine activity-based probe. inhibition, % at 5.96 µM. hit rate 0.5% among 340,000; in the data active means inhibition above about 36%;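 further: 0% = enzyme with DMSO and 100% = wells lacking enzyme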
TCR CD3 inh: inhibitors of human TCR-CD3 interaction, primary screen, biochemical, fluorescence, TAMRA-labeled TCR probe; T-cell receptor (TCR); inhibition, % at 9.4 µM; hit rate 0.37% among 360,000; in the data active means inhibition above about 19%;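 further: recombinant mutant TCR 2C K166C tagged with TAMRA read by polarization; 0% = receptor in buffer alone and 100% = receptor with positive control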
LEDGF integ inh: blockers of LEDGF/p75-dependent integrase strand transfer – biochemical, TR-FRET, high throughput, primary screen; inhibition, % at 3.7 µM; hit rate 0.64% among 370,000; TR-FRET IN-LEDGF/p75 DNA integration, Eu/Cy5; HIV-1 integrase (with human LEDGF/p75); AID 743269, 2014;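 active means inhibition above the screen-wide mean plus 3 SD, cut at about 13% in these data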;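 further: signal is the Cy5 over europium emission ratio at 671 and 618 nm; 0% = plate median of compound wells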
PG9 Ab binder: binders of HIV-1 gp120 antibody PG9, primary screen, biochemical, TR-FRET | TR-FRET gp120-PG9 antibody binding | inhibition, % at 6.7 µM | hit rate 0.43% among 360,000 | AID 624416, 2012; in the data active means inhibition above about 8.5%
PRMT1 inh: PRMT1 methyltransferase inhibitors, primary screen, biochemical, fluorescence polarization; recombinant PRMT1, activity-based probe fluorescence polarization; inhibition, % at 2.79 µM; hit rate 1.3% among 370,000; AID 652257, 2013;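 active means inhibition above about 21% made by adding two undisclosed values, limit read from the data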
Rev-erbA mod: modulators of Rev-erb alpha DNA binding, primary screen, biochemical, FITC-DNA, fluorescence polarization, uHTS; Rev-erbα–FITC-DNA binding, 90 min; activity, % at 10 µM; hit rate 0.79% among 370,000; AID 1259318, 2017;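 active means activity above about 14%, limit read from the data; passing the limit was not always enough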;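 further: 0% = DMSO wells with 35 nM protein and 100% = DMSO wells with 750 nM protein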
Target sequence (P20393 whole entry, looked up): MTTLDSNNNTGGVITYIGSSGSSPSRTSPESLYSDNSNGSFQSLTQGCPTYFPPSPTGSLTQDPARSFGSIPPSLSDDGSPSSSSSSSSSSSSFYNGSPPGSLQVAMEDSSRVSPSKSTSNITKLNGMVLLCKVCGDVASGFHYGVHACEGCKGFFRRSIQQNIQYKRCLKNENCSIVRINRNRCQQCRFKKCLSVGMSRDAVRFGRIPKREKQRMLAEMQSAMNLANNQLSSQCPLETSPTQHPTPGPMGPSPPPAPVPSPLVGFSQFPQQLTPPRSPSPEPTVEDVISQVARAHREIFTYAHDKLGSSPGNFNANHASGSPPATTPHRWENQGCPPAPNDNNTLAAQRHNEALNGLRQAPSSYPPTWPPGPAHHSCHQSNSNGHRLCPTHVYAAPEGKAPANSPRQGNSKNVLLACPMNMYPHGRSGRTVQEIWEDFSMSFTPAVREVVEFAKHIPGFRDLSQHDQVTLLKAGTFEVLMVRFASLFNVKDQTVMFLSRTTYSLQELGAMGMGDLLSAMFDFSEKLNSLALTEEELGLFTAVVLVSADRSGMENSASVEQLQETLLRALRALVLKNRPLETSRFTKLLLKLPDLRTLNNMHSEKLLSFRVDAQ
mABHD4 FP: ABHD4 inhibitors, primary screen, biochemical, fluorescence polarization, mouse; hit rate 0.54% among 370,000; (Lyso)-N-acylphosphatidylethanolamine lipase (Mus musculus), Q8VD66; inhibition, % at 8.92 µM; purified mABHD4, FP-Rh probe fluorescence polarization; AID 720543, 2013;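 active means inhibition exceeding the mean over every tested compound plus 3 SD, cut at about 30% in these data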;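 further: 0% = plate median of compound wells and 100% = S159A mutant with DMSO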
Target sequence (Q8VD66 whole entry, looked up): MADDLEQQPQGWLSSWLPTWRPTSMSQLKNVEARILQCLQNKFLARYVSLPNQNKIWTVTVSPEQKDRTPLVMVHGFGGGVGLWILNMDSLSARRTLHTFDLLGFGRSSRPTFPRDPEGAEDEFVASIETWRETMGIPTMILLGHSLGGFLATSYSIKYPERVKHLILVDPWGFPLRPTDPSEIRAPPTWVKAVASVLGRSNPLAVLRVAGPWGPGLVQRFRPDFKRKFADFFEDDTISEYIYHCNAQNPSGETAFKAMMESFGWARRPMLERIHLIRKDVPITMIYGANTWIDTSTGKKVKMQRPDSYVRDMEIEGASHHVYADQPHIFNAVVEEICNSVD
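Material: mouse ABHD4 enzyme, wild type; Benchmarks: S159A mutant high control, sample median low control; Buffer or medium: HEPES pH 7.0, NaCl, Pluronic buffer; Signal: fluorescence polarization; Read-out: percent inhibition of probe binding, normalized to plate controls; Timing: pre-incubation 45 min, probe exposure 60 min, at 25 °C; Dosing: 8.92 µM, single dose.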
MBD2 inh: inhibitors of MBD2 binding to methylated DNA, primary screen, biochemical, TR-FRET, DNA-binding domain, human | Methyl-CpG-binding domain protein 2 (Homo sapiens), Q9UBB5 | MBD2 binding to methylated oligonucleotide | inhibition, % at 4.4 µM | hit rate 0.31% among 370,000 | AID 686964, 2013; in the data active means inhibition above about 13%
rCAG RNA binder: binders of r(CAG) RNA repeats, primary screen, biochemical, fluorescence | hit rate 1.3% among 370,000 | inhibition, % at 3 µM | r(CAG) RNA repeat, TO-PRO-1 dye displacement fluorescence;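 active means inhibition above the plate cutoff, the mean of all test compounds on that plate plus 3 SD, cut at about 35% in these data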;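 further: 0% = DMSO alone and 100% = 100 µM mitoxantrone as full dye displacement; higher means more dye released from RNA so lower well fluorescence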
* = called active by the depositor; · = not tested or not shown. Only part of the results is shown; the hit share may differ from the screen's.

1	O=C(NCC(c1ccc(F)cc1)N1CCOCC1)c1cccc(Br)c1 (stereo unspecified)
2	CC1CCN(C(=O)c2ccc(CSc3ccc(Cl)cc3)cc2)CC1
3	CC1CC(C)CN(C(=O)COC(=O)CCCN2C(=O)c3cccc4cccc(c34)C2=O)C1 (stereo unspecified)
4	CC(Sc1ccccc1F)C(=O)Nc1ccc2c(c1)OCCO2 (stereo unspecified)
5	COCCC(=O)N1CCc2c([nH]c3ccccc23)C1C(C)(C)C (stereo unspecified)
6	Cc1cccc(N2CCN(C(=O)CNC(=O)Cc3ccccc3)CC2)c1C
7	Cc1ccc(S(=O)(=O)N(C)C)cc1NC(=O)COC(=O)/C(=C/c1ccc(F)cc1)c1cccs1
8	COc1ccc(/C=C(\C#N)C(=O)OCC(=O)Nc2ccc(-c3nc4ccc(C)cc4s3)cc2)cc1
entry no.	1	2	3	4	5	6	7	8
TCR CD3 inh	0	-2	-3	-3	-1	-2	2	8
Rev-erbA mod	-5	0	0	-6	-1	6	8	-4
PRMT1 inh	-1	0	6	4	6	0	-4	-2
UHRF1 binding	17	4	0	-2	3	0	-1	-4
rCAG RNA binder	-4	-3	-9	1	-6	0	14	8
mABHD4 FP	-4	3	-2	2	-7	6	-26	2
PG9 Ab binder	-1.0	-1.7	-2.5	-0.3	0.7	2.0	-0.6	1.0
MBD2 inh	4	0	-6	-2	6	0	5	2
HTRA1 inh	-5	-31	-7	-2	-1	2	-44	-20
LEDGF integ inh	-1	4	2	-1	-5	1	0	3

A second format for part of the listing above:
5) COCCC(=O)N1CCc2c([nH]c3ccccc23)C1C(C)(C)C (stereo unspecified)
  TCR CD3 inh: -1 | Rev-erbA mod: -1 | PRMT1 inh: 6 | UHRF1 binding: 3 | rCAG RNA binder: -6 | mABHD4 FP: -7 | PG9 Ab binder: 0.7 | MBD2 inh: 6 | HTRA1 inh: -1 | LEDGF integ inh: -5

6) Cc1cccc(N2CCN(C(=O)CNC(=O)Cc3ccccc3)CC2)c1C
  TCR CD3 inh: -2 | Rev-erbA mod: 6 | PRMT1 inh: 0 | UHRF1 binding: 0 | rCAG RNA binder: 0 | mABHD4 FP: 6 | PG9 Ab binder: 2.0 | MBD2 inh: 0 | HTRA1 inh: 2 | LEDGF integ inh: 1

7) Cc1ccc(S(=O)(=O)N(C)C)cc1NC(=O)COC(=O)/C(=C/c1ccc(F)cc1)c1cccs1
  TCR CD3 inh: 2 | Rev-erbA mod: 8 | PRMT1 inh: -4 | UHRF1 binding: -1 | rCAG RNA binder: 14 | mABHD4 FP: -26 | PG9 Ab binder: -0.6 | MBD2 inh: 5 | HTRA1 inh: -44 | LEDGF integ inh: 0

Additional compounds follow.
9	CC(C)C[C@@H]1COc2cc(NCCO)ccc2S(=O)(=O)N1
10	Cc1csc2nc(CNC(=O)C3CC=CCC3C(=O)O)cn12 (stereo unspecified)
11	CCOc1ccc(/C=N/Nc2cc(=O)n(C)c(=O)n2C)cc1
12	CCCNC(=O)c1cccc(Br)c1
13	COc1cccc(C(=O)NCCS(=O)(=O)N2CCc3ccccc3C2)c1
14	CN(CCNC(=O)c1ccc(CS(=O)(=O)c2c(Cl)cccc2Cl)o1)CCc1ccccc1
15	Cc1cc(C)c(C)c(S(=O)(=O)N2CCN(C(=O)CCc3nc4ccccc4c(=O)[nH]3)CC2)c1C
16	COc1ccc(C(=O)NCc2nnc(SCC(=O)N3CCc4ccccc43)n2CCc2ccccc2)cc1
entry no.	9	10	11	12	13	14	15	16
TCR CD3 inh	4	-8	2	7	-8	-2	-3	6
Rev-erbA mod	4	-3	5	0	4	0	0	1
PRMT1 inh	-2	-5	3	-1	0	-2	-3	-1
UHRF1 binding	10	0	-2	-2	2	-3	1	-2
rCAG RNA binder	0	6	4	-1	-2	-10	-2	3
mABHD4 FP	1	-2	-10	0	1	-2	-6	4
PG9 Ab binder	0.2	1.1	-1.1	0.1	-1.1	0.1	-3.6	-0.9
MBD2 inh	2	3	4	-4	4	2	2	-1
HTRA1 inh	·	3	-3	-9	-2	-6	-7	-3
LEDGF integ inh	0	3	-5	-1	-7	1	0	0

Ordered by value in TCR CD3 inh (high to low): some entries from above.
| No. | Molecule | TCR CD3 inh |
| --- | --- | --- |
| 8 | COc1ccc(/C=C(\C#N)C(=O)OCC(=O)Nc2ccc(-c3nc4ccc(C)cc4s3)cc2)cc1 | 8 |
| 12 | CCCNC(=O)c1cccc(Br)c1 | 7 |
| 1 | O=C(NCC(c1ccc(F)cc1)N1CCOCC1)c1cccc(Br)c1 (stereo unspecified) | 0 |

Next section.
17	COc1ccc(C2=NN(C(=O)CSc3nnc(C)c(=O)n3N)C(c3ccco3)C2)cc1 (stereo unspecified)
18	COc1ccc(C(=O)NNC(=O)c2ccncc2)cc1
19	COc1ccc(N2CCN(C(C)C(=O)N(C)Cc3ccccc3)CC2)cc1 (stereo unspecified)
20	CCCC(=O)N1CCC1(C)C(=O)NS(=O)(=O)c1ccc(C#N)cc1 (stereo unspecified)
21	CC(NC(=O)c1ccccc1Br)c1nnc(SCC(=O)NC2CCCCC2)n1C (stereo unspecified)
22	Cc1ccc(NCc2ccccc2O)cc1
23	COc1ccc2oc(C(=O)OCC(=O)NC3(C#N)CCCC3)c(C)c2c1
24	Cc1c(NS(=O)(=O)c2cccc([N+](=O)[O-])c2)c(=O)n(-c2ccccc2)n1C
entry no.	17	18	19	20	21	22	23	24
TCR CD3 inh	8	-3	-4	5	-4	5	-1	-7
Rev-erbA mod	-5	1	-1	-3	5	-4	0	-4
PRMT1 inh	-2	2	2	0	5	0	-4	2
UHRF1 binding	-1	0	1	-1	2	-2	-4	-1
rCAG RNA binder	1	-3	-11	2	-1	3	-1	5
mABHD4 FP	-3	9	6	-10	-2	-10	-6	6
PG9 Ab binder	-1.5	0.5	1.5	-0.5	0.8	0.2	-0.9	1.8
MBD2 inh	0	-2	0	-1	9	3	-3	2
HTRA1 inh	-1	-6	-1	·	5	4	-2	-8
LEDGF integ inh	-2	3	-3	-1	-3	-2	-2	-2

25	COc1ccc(NC(=O)NCCCCc2ccccc2)c(OC)c1
26	COc1ccc(N2CCN(S(=O)(=O)c3cccc(C(F)(F)F)c3)CC2)cc1
27	Cc1cc(C(=O)Cn2cnc3ccc(Cl)cc3c2=O)c(C)n1C1CC1
28	O=C(Nc1ccc2[nH]c(=O)[nH]c2c1)c1cc(F)c(F)cc1Cl
29	O=C(COc1ccccc1)NCC(=O)Nc1ccc(S(=O)(=O)NCc2ccco2)cc1
30	O=C(CCSCCc1ccccn1)Nc1ccc(Cc2ccncc2)cc1
31	O=C(COc1ccc(F)cc1)c1c(O)cc(O)cc1O
32	O=C(CCl)N1N=C(c2cccs2)CC1c1ccco1 (stereo unspecified)
entry no.	25	26	27	28	29	30	31	32
TCR CD3 inh	6	-5	-2	9	4	3	0	5
Rev-erbA mod	2	-4	-2	-1	0	-2	0	2
PRMT1 inh	-1	-2	-3	0	0	-4	-9	5
UHRF1 binding	-2	1	0	1	-2	0	1	-4
rCAG RNA binder	-6	-5	1	-1	9	-4	8	0
mABHD4 FP	6	-1	-1	-5	1	-6	2	-7
PG9 Ab binder	0.8	-0.5	-0.9	-1.3	-0.9	-2.0	-2.6	-0.1
MBD2 inh	1	3	0	4	3	-3	1	-4
HTRA1 inh	0	3	-2	9	-1	0	4	3
LEDGF integ inh	-2	0	0	-1	0	3	3	4

33	COc1ccc([C@H]2CC(=O)C=C(c3ccc(O)cc3)C2)cc1OC
34	CCn1c(NCCO)nc2c(c1=O)C(C)(CC)Cc1ccccc1-2 (stereo unspecified)
35	COC(=O)c1ccc(C2C(C(=O)OCC(C)C)=C(C)N=C3SCCC(=O)N32)cc1 (stereo unspecified)
36	COc1ccc(CNC(=O)c2cc3c(=O)n4ccccc4nc3n(Cc3cccnc3)c2=N)cc1
37	CCn1nc(C(=O)OCC(=O)NCCN2C(=O)CSC2=O)c2ccccc2c1=O
38	CN(C)CCNS(=O)(=O)c1ccc(Cl)cc1
39	COc1ccc(OCC(=O)Nc2cccc(S(=O)(=O)N(C)c3ccccc3)c2)c([N+](=O)[O-])c1
40	Cc1ccccc1Nc1cccc2nonc12
entry no.	33	34	35	36	37	38	39	40
TCR CD3 inh	-9	-3	-8	2	-10	-5	-3	5
Rev-erbA mod	1	8	3	-16	2	1	-3	2
PRMT1 inh	2	-3	-1	-2	2	0	-1	-4
UHRF1 binding	1	11	-3	2	4	4	-3	-2
rCAG RNA binder	4	-7	4	4	-1	2	5	-3
mABHD4 FP	-18	-10	-2	-8	-8	3	0	3
PG9 Ab binder	1.2	0.8	-0.2	-2.9	2.1	1.7	0.8	-3.5
MBD2 inh	4	1	4	1	3	-6	1	-1
HTRA1 inh	-7	3	-12	6	3	6	-1	-12
LEDGF integ inh	2	-2	1	9	3	3	1	-3

41	COc1ccc(CCCNC(=O)C2Cc3c(-c4cccc(NC(C)=O)c4)ccnc3O2)cc1 (stereo unspecified)
42	COP(=O)(CC(=O)C(Cc1ccccc1)NC(=O)OC(C)(C)C)OC (stereo unspecified)
43	Oc1ccc2ccccc2c1C=Nc1ccccc1-c1nc2ccccc2[nH]1
44	CN(CC(=O)Nc1cccc(F)c1)CC(=O)Nc1ccc(Cl)cc1[N+](=O)[O-]
45	N/C(Cc1cccc2ccccc12)=N\OC(=O)Cc1cccs1
entry no.	41	42	43	44	45
TCR CD3 inh	-10	·	1	0	-4
Rev-erbA mod	2	-1	-2	9	5
PRMT1 inh	-3	10	1	-5	9
UHRF1 binding	3	2	-3	-6	2
rCAG RNA binder	2	1	9	2	6
mABHD4 FP	-12	9	3	-2	-3
PG9 Ab binder	1.0	·	-0.2	-0.5	2.2
MBD2 inh	0	8	-1	-13	7
HTRA1 inh	·	·	-18	-2	-16
LEDGF integ inh	5	-2	0	8	4
